Assay outcomes deposited in PubChem by National Center for Advancing Translational Sciences (NCATS).
LDHA inh = LDHA (human) enzyme inhibition. P00338. purified LDHA, NADH/diaphorase-resazurin fluorescence; hits give low values. activity change, % (values are at about 110 or 230 µM). 480,000 compounds, 0.15% hits. AID 1347041; in the data active means activity change below about -30%; inconclusive means mostly about -25% to -30%;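 further: plate controls were DMSO wells for no effect and wells without enzyme for full effect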
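LDH5 2 nM; NADH 0.06 mM, pyruvate 0.2 mM; 200 mM Tris pH 7.4, EDTA, Tween-20; 5 min RT. Detection: diaphorase 0.133 mg/mL + resazurin 37 µM, fluorescence ex540/em590 at 0 and 20 min; normalized to enzyme-free and DMSO wells.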
12-LOX inh = blocks human arachidonate 12S-lipoxygenase; P18054; purified 12hLO, xylenol orange hydroperoxide absorbance; Potency, µM (top dose mostly 108 µM), without a hit: at the top dose activity change, negative = inhibition, actives largely listed as inhibitors; 580,000 compounds, 1.1% hits; active means well fitted inhibition curve with a large enough effect; inconclusive means small, poorly fitted or top-dose-only effect, or another doubt; inactive means no such curve, though single readings can be large or run the other way; further: potency means the concentration at half of the fitted maximal effect
Target sequence (P18054 whole entry, looked up): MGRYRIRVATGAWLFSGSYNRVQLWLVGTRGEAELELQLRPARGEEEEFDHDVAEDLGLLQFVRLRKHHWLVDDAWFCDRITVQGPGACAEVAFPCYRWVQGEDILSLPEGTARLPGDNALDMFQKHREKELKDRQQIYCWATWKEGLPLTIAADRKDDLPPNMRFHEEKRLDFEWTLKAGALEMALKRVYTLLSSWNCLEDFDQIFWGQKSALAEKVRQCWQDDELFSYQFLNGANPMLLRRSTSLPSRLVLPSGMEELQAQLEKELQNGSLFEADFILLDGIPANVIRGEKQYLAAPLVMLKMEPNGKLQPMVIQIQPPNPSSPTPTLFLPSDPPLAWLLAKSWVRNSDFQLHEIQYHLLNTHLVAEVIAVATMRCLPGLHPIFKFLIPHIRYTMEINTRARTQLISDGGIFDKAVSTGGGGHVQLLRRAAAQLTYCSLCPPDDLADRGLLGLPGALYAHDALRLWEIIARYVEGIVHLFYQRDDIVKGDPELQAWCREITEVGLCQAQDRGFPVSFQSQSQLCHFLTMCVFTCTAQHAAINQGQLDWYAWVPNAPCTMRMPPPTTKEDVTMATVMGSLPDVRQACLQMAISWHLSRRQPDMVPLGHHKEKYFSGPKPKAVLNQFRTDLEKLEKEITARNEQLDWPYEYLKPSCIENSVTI
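Hydroperoxide product was detected by ferrous iron/xylenol orange as the 573 to 405 nm absorbance ratio. Arachidonic acid at 40 uM (final) was turned over for 30 min at room temperature by 150 nM human 12hLO, pH 7.0 Hepes buffer, after 15 min compound preincubation.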
* hit, by the source's call; ? = inconclusive. Unless noted, on the % scale 0 is the no-effect control and ±100 the full control effect. An excerpt; rates above refer to the full screens.

Below each compound: LDHA inh	12-LOX inh
> COCCCNC(=O)CC[C@H]1O[C@@H](n2cnc3c(NC(=O)c4ccccc4)ncnc32)[C@H](O)[C@@H]1O
    -8.3	0.0%
> O=C(NCc1ccccc1)c1ncoc1-c1cccs1
    13.6	-1.2%
> Cc1ccc(NC(=O)Cc2nc(-c3c(N)n(C)c(=O)n(C)c3=O)cs2)c(C)c1
    1.3	?
> N#Cc1ccccc1CNc1cccc(Cl)c1F
    6.1	-21.5%
> CC(C)c1cccc(C(C)C)c1NC(=O)COC(=O)Cc1n[nH]c(=O)c2ccccc12
    2.2	?
> CCOc1ccc(CCNC(=S)NC(=O)c2ccc(F)cc2Cl)cc1OCC
    -2.3	?
> Cc1ccc(-c2ccc(OC(=O)c3ccc(C)c(Br)c3)cc2)cc1
    8.8	27.8%
> COc1cc(C)cc2oc(=O)c(CC(=O)NCCCn3ccnc3)c(C)c12
    13.7	7.7%
> COc1ccc(C(=O)/C=C/c2ccc(Br)cc2)cc1
    2.0	?
> CC(C)C(=O)N1CCC1(C)C(=O)Nc1ccc2cn[nH]c2c1 (stereo unspecified)
    1.3	11.0%

Random excerpt: three entries already listed, in no set order.
Below each compound: LDHA inh	12-LOX inh
> Cc1ccc(-c2ccc(OC(=O)c3ccc(C)c(Br)c3)cc2)cc1
    8.8	27.8%
> CC(C)c1cccc(C(C)C)c1NC(=O)COC(=O)Cc1n[nH]c(=O)c2ccccc12
    2.2	?
> Cc1ccc(NC(=O)Cc2nc(-c3c(N)n(C)c(=O)n(C)c3=O)cs2)c(C)c1
    1.3	?

(further entries)
Below each compound: LDHA inh	12-LOX inh
> CSCC[C@@H](NC(=O)C(c1ccccc1)c1ccccc1)C(=O)O
    6.3	-10.3%
> CC(C)c1ccc(CN(C(=O)c2nn(C)c(=O)c3ccccc23)C2CC2)cc1
    12.2	0.3%
> CCCCOc1cc(O)c2c(=O)cc(-c3ccccc3)oc2c1
    7.0	-23.1%
> CC(C)(C)OC(=O)N1CCC(C(=O)N2CCN(Cc3cccs3)CC2)CC1
    5.1	-1.4%
> O=C(CN1CCC2(CC1)OCCO2)Nc1cccc(F)c1
    -3.3	-2.6%
> CN1CCN(C2CN(Cc3cn(Cc4ccccc4F)nn3)S(=O)(=O)C2)CC1 (stereo unspecified)
    -13.0	4.8%
> CCOc1ccc(CNC(=O)c2ccc(NC(=O)c3nnc(C)s3)cc2)cc1OC
    -19.8	?
> COC(=O)C1=C(C)N(C)C(C)=C(C(=O)OC)C1c1ccccc1C(F)(F)F
    11.5	-23.0%
> COc1cccc(C2CC(N)C2)c1 (stereo unspecified)
    0.5	16.2%
> Cc1nc(NC(=O)c2cccc(OCc3ccccc3)c2)ccc1Br
    -2.2	-15.0%

Continued.
Below each compound: LDHA inh	12-LOX inh
> Cc1ccccc1C1/C(=C(\O)c2ccccc2F)C(=O)C(=O)N1c1ccc(CC(=O)O)cc1 (stereo unspecified)
    -1.0	-17.1%
> CCC(C)[C@H](NC(=O)[C@@H]1Cc2ccccc2CN1)C(=O)Nc1ccc(C)cc1 (stereo partly specified)
    0.6	-11.6%
> Cc1nc2ccc(C(=O)NCC3CN(Cc4ccccc4)CCO3)cc2nc1C (stereo unspecified)
    19.2	27.3%
> CCOC(=O)C1CCN(C(=O)COC(=O)c2cc3c(C)cc(C)cc3[nH]2)CC1
    -8.4	4.1%
> COc1cccc(C(O)c2nc(-c3ccncc3)cs2)c1 (stereo unspecified)
    -8.4	7.9%
> COc1ccc(C(=O)Nc2oc3ccccc3c(=O)c2-c2ccc(Cl)cc2)cc1
    12.9	35.4%
> Cc1ccc(-c2n[nH]c(=O)c3ccccc23)cc1S(=O)(=O)N1CCCC1
    0.4	?
> CCc1cccc(NC(=O)c2n[nH]c(=O)c3ccccc23)c1
    -0.7	4.3%
> C/C(=N/Nc1ccc(S(=O)(=O)Nc2ccc(C)cc2C)cc1[N+](=O)[O-])c1ccc(Cl)s1
    -3.8	?
> COC(=O)C1(C(=O)OC)C/C=C\CCN(S(=O)(=O)c2ccccc2[N+](=O)[O-])CC1
    2.7	2.7%

Next part
Below each compound: LDHA inh	12-LOX inh
> Cc1ccc(-n2c(SCc3cccc(C)c3)nc3c(=O)[nH]cnc32)cc1
    -0.7	16.1%
> CC(NC(=O)[C@H]1O[C@@H]2OC(C)(C)O[C@@H]2[C@H]2OC(C)(C)O[C@H]21)C(=O)O (stereo partly specified)
    -10.1	5.8%
> CCOC(=O)C1CCCN(C(=O)C2CCN(S(=O)(=O)c3ccc4c(ccn4CC)c3)CC2)C1 (stereo unspecified)
    3.1	?
> CCCNC(=O)NC(=O)CN1CCCC1
    2.6	1.3%
> Cc1cccc(C)c1NS(=O)(=O)c1c(C)[nH]c(C)c1C(=O)N1CCCCC1
    -10.5	-40.9%
> CCCn1cc(S(=O)(=O)c2ccccc2)c(=O)c2cc(F)c(F)cc21
    -10.6	-20.7%
> Cc1oc(-c2ccc(OC(C)C)cc2)nc1CSc1nc2c(c(=O)[nH]1)CCC2
    -14.1	-5.3%
> N#CC1=C(N)OC2=C(C(=O)CC(c3ccccc3Cl)C2)C1c1ccc(Cl)cc1 (stereo unspecified)
    13.0	15.8µM*
> Cn1c(CNc2ccccc2)c(C#N)c2ccccc21
    4.7	-0.5%
> COc1ccc(-c2noc(CN3CCCC(C(=O)Nc4ccc(C)cc4)C3)n2)cc1OC (stereo unspecified)
    -0.7	9.8%

Continuation:
Below each compound: LDHA inh	12-LOX inh
> COc1ccc(NC(=O)Cn2c(-n3nc(C)cc3C)nc(C)cc2=O)cc1
    -10.1	-4.0%
> Cc1cccc(-c2cccc3nccn23)c1
    -0.8	9.1%
> OC(c1ccccc1)c1nc(-c2ccc3c(c2)OCO3)cs1 (stereo unspecified)
    -4.5	?
> Cc1cccc(NC(=O)CN2CCN(CC(=O)c3cc(C)n(CCc4cccs4)c3C)CC2)c1C
    -1.2	?
> COc1cc(NC(=O)c2cccc3c(-c4cccnc4)coc23)cc(OC)c1OC
    -10.4	-21.1%
> O=C(NCc1ccccc1)C1C(c2ccccc2)=Nc2ccccc2N1C(=O)c1cccnc1 (stereo unspecified)
    -7.5	1.9%
> O=C(Nc1ccc(C(F)(F)F)cc1)C1CC=CCC1 (stereo unspecified)
    -7.1	13.1%
> CCCCCn1nnnc1-c1nc2cc3ccccc3cc2[nH]c1=O
    1.3	?
> COC(=O)[C@@]12C[C@@H](CC(=O)NCC3CCCCC3)C(=O)N(Cc3ccco3)C1=CCC(C)(C)C2
    -4.4	0.3%
> Cc1cc(COc2ccc(C(=O)c3ccccc3)cc2)no1
    0.4	19.6%

(continued)
Below each compound: LDHA inh	12-LOX inh
> O=C1c2ccccc2NC(c2csc(-c3ccccc3)n2)N1C1CC1 (stereo unspecified)
    -0.4	?
> Cc1cccc(NC(=O)CSC2=C(C#N)C(c3ccccc3C)C3=C(CCCC3=O)N2)c1 (stereo unspecified)
    3.5	?
> CNc1nnc(SCc2nnc(-c3ccccc3Br)o2)s1
    0.2	?
> COc1ccc(CC(=O)N2N=C(c3cccc(Br)c3)CC2(O)C(F)(F)F)cc1 (stereo unspecified)
    -22.9	14.1µM*
> O=[N+]([O-])c1ccccc1S(=O)(=O)Nc1ccc(Nc2ccccc2)cc1
    -17.0	?
> CCn1c(=O)n(CC)c2cc(S(=O)(=O)c3ccccc3)c(NC(=O)COc3ccccc3C)cc21
    4.4	?
> O=C(/C=C/c1ccccc1Br)c1ccc(O)c(CCCl)c1
    0.9	12.6µM*
> COc1ccc(NC(=O)C2(C)Cc3c(-c4cccc(NC(C)=O)c4)ccnc3O2)cc1OC (stereo unspecified)
    0.4	11.6%
> O=C(COc1ccc(F)cc1)Nc1ccc2oc(-c3ccc(F)cc3)nc2c1
    -1.2	-35.7%
> CCC(=O)N1CCCC1(C)C(=O)Nc1ccc(C)c(C)c1 (stereo unspecified)
    -6.2	-15.6%

Other records follow.
Below each compound: LDHA inh	12-LOX inh
> CN(C)CCNc1nc(Oc2ccccc2)c2sccc2n1
    -3.9	?
> CC(=O)Oc1ccc(-c2nc3cc(Cl)ccc3o2)cc1
    3.4	48.9%
> CCn1cc(C(=O)c2cc(F)ccc2O)cc1-c1nc2ccccc2c(=O)[nH]1
    -4.4	2.8%
> CCCCCCOc1ccc(/C=C/c2nc(-c3ccc(C)cc3)cs2)cc1
    0.9	13.1%
> O=C(Cn1ccc2cc(S(=O)(=O)N3CCCCC3)ccc21)NC1CCCC1
    2.2	3.2%
> O=C(c1csc(Br)c1)N(Cc1ccncc1)C1CC1
    0.4	-1.0%
> C=C(C)Cn1c(N2CCNCC2)nc2c1c(=O)[nH]c(=O)n2C
    -11.1	15.8%
> COc1ccc(-c2coc3c(C(=O)Nc4ccc(OC)nc4)cccc23)c(C)c1
    -6.8	?
> COc1ccc(C(NC(=O)c2csc(-c3ccco3)n2)c2nccn2C)cc1 (stereo unspecified)
    -17.9	4.4%
> COc1cc(NC(=O)c2sc(-c3c(F)cccc3OC)nc2C)cc(OC)c1OC
    3.6	-57.6%

The list continues.
Below each compound: LDHA inh	12-LOX inh
> OC(c1cn2cc(-c3ccc(F)cc3)nc2s1)(C(F)(F)F)C(F)(F)F
    -3.3	3.6%
> CCOC(=O)C1=C(C)NC(=O)NC1c1cn(-c2ccccc2)nc1-c1ccc(OC(C)C)c(C)c1 (stereo unspecified)
    6.8	?
> Cc1cc(=O)oc2cc(OCC(=O)N(c3ccccc3)C(C)C)ccc12
    -7.3	7.8%
> Clc1cccc(N/N=C(/c2ccccc2)c2ccncc2)c1
    -5.3	39.8µM*
> CCOc1ccc(CNC(=O)c2ncoc2-c2cccs2)cc1OC
    -16.2	29.3%
> CCN1CCC(N(Cc2ccc3c(c2)OCO3)C(=O)Nc2ccc(C)c(C)c2)CC1
    4.2	?
> CC(C)CCNC(=O)C(Cc1ccccc1)NC(N)=O (stereo unspecified)
    -0.1	-36.2%
> COc1ccc(CN2CCC(N3CCN(c4ccccc4OC)CC3)CC2)cc1OC
    10.8	?
> CCc1ccc(C(=O)Nc2ccc(O)c(-c3nc4ccccc4o3)c2)cc1
    -1.0	9.0%
> Cc1ccc2nc(-c3ccco3)c(Cc3cccc(Cl)c3)n2c1
    0.5	25.1µM*

Next part.
Below each compound: LDHA inh	12-LOX inh
> CC(c1nc(-c2cccc(C(F)(F)F)c2)no1)N1CCN(C(=O)Nc2cccc(C#N)c2)CC1 (stereo unspecified)
    8.0	?
> O=C(NCc1ccccn1)Nc1ccc(N2CCOCC2)nc1
    27.4	14.8%
> COc1cccc(CN(C)c2nc3ccccc3nc2NS(=O)(=O)c2ccccc2)c1
    5.0	15.6%
> O=C(Nc1c(N2CCCC2)c2ccccc2oc1=O)C1CC(=O)N(c2ccccc2)C1 (stereo unspecified)
    2.6	?
> Cc1ccc(S(=O)(=O)NC(=O)C2(C)CCN2C(=O)Cc2ccc(C(C)(C)C)cc2)cc1 (stereo unspecified)
    -5.8	-4.2%
> COc1cccc(/C=C/c2nc(C#N)c(NCCCN3CCOCC3)o2)c1
    1.6	-27.9%
> N#Cc1ccc(OCC(O)CSc2ccc(O)cc2)cc1 (stereo unspecified)
    -0.8	-20.8%
> COc1ccc2cc(C(=O)Nc3cc(C)ccn3)c(C)nc2c1
    -4.4	2.9%
> Clc1ccc(-c2noc(-c3cc(-c4ccco4)n[nH]3)n2)cc1
    -1.9	?
> CCOC(=O)C1=CCN(S(=O)(=O)c2ccc(Cl)cc2)C1c1ccc(C)cc1 (stereo unspecified)
    0.0	-2.1%

Additional results follow:
Below each compound: LDHA inh	12-LOX inh
> Cc1c(C(=O)OC(C)C#N)oc2ccc(Cl)cc12 (stereo unspecified)
    -5.9	?
> Nc1ccc(Sc2ccc3ccccc3c2Cl)c(Cl)c1
    -2.6	-22.0%
> CCOC(=O)c1ccc(Nc2cc(C)nc3ccccc23)cc1
    0.9	-6.7%
> COc1cc(C)cc2oc(=O)c(CC(=O)Nc3cccc(Cl)c3)c(C)c12
    0.8	-4.1%
> CC1(C(=O)Nc2ccc3c(c2)OCCO3)CSCC(=O)N1CCCn1ccnc1 (stereo unspecified)
    -6.3	0.3%
> CC1(C(=O)NCc2ccc3c(c2)OCO3)CCN1C(=O)CC1CCCC1 (stereo unspecified)
    -3.3	-2.9%
> CC(C(=O)Nc1cccc(Cl)c1)N1CCN(C(=O)C2CC2)CC1 (stereo unspecified)
    -0.8	-16.4%
> O=C(NCCc1cccnc1)c1ccccc1Cl
    -2.7	?
> CCOC(=O)CSc1nc2c(c(=O)[nH]c(=O)n2C)n1CCC(C)C
    5.9	22.9%
> O=C(Nc1ccc(CSc2ccccc2)cc1)c1ccc(F)cc1
    4.5	?

New compounds follow
Below each compound: LDHA inh	12-LOX inh
> COc1ccc2[nH]c(=O)c(CN(C)C(=O)c3ccccc3F)cc2c1
    -6.3	12.2%
> Cc1cc(-c2ccc(F)cc2)n2ncc(-c3ccccc3)c2n1
    -3.5	-0.9%
> COC(=O)[C@@]12C[C@@H](CC(=O)NCC34CC5CC(CC(C5)C3)C4)C(=O)N(Cc3cccc4ccccc34)C1=CCC(C)(C)C2
    -10.4	-16.4%
> Cc1cccc(NC(=S)NCC2(C)CC(NC(=S)Nc3cccc(C)c3)CC(C)(C)C2)c1 (stereo unspecified)
    3.0	?
